ABCG2 inh = ABCG2 efflux pump inhibitors, primary screen, multiplex with ABCB1, IgMXP3 cells, flow cytometry | inhibition, % at 6.6 µM | Broad substrate specificity ATP-binding cassette transporter ABCG2 (Homo sapiens), Q9UNQ0 | JC-1 efflux | AID 1325, 2008 | hit rate 0.1% among 190,000;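 active = inhibition above 80%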;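 note: 0% = DMSO and 100% = nicardipine control wells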
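Times: 10 min at 25 °C | Test system: Two drug-resistant human cell lines, ABCG2 and ABCB1 | Quantity: 3 million cells/mL final, two lines in 1:1 ratio | Signal: Flow cytometry, 530 nm JC-1 signal | Dosing: Compound at 6.6 µM | Controls: Nicardipine and DMSO wells | Reagent: JC-1 as fluorescent efflux pump substrate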
RGS7-Gao = RGS7-Galphao binding modulators, primary screen, biochemical, multiplexed bead flow cytometry; binding response (% of control), % at 10 µM; AID 1439, 2008; Guanine nucleotide-binding protein G(o) subunit alpha (Homo sapiens), P09471; actives lie on both sides; hit rate 0.35% among 220,000; in the data active = binding response below about 49% or above about 150%; inconclusive = no clear call, values can overlap the other calls; inactive = in between;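 note: fluorescent Galphao held in activated GDP-AlF4 state binding bead-coupled RGS7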
RGS4-Gao reg = modulators of RGS4 binding to Galphao, primary screen, biochemical, multiplexed bead flow cytometry | binding response (% of control), % at 10 µM | Guanine nucleotide-binding protein G(o) subunit alpha (Homo sapiens), P09471 | hit rate 0.33% among 220,000 | AID 1415, 2008 | actives lie on both sides; in the data active = binding response below about 49% or above about 150%; inactive = in between;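 note: fluorescent Galphao activated with aluminum fluoride binding bead-coupled RGS4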
Bcl-2 Bim block = inhibitors of Bim-Bcl-2 binding, primary screen, biochemical, multiplexed, human Bcl-2 family | Bead-based flow cytometry, Bim peptide-Bcl-2 binding | AID 950, 2007 | inhibition, % at 10 µM | hit rate 0.06% among 190,000 | Apoptosis regulator Bcl-2 (Homo sapiens), P10415; in the data active = inhibition above about 40%; inconclusive = no clear call, values can overlap the other calls;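 note: 0% = no compound wells with probe peptide and 100% = reference peptide inhibitor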
Target sequence (P10415 whole entry, looked up): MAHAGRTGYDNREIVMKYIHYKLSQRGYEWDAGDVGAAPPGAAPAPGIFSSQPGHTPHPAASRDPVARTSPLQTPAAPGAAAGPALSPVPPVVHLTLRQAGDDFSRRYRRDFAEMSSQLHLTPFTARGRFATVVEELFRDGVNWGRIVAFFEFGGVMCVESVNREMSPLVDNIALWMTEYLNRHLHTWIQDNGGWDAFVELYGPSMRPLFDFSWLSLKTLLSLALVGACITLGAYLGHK
Mcl-1 Bim block = inhibitors of Bim peptide binding to Mcl-1, primary screen, biochemical, bead-based flow cytometry, multiplex. Induced myeloid leukemia cell differentiation protein Mcl-1 (Homo sapiens), Q07820. AID 1009, 2008. hit rate 0.1% among 190,000. inhibition, % at 10 µM. Bim peptide-Mcl-1 binding;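 note: 0% = no compound tracer wells and 100% = peptide blocker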
Target sequence (Q07820 whole entry, looked up): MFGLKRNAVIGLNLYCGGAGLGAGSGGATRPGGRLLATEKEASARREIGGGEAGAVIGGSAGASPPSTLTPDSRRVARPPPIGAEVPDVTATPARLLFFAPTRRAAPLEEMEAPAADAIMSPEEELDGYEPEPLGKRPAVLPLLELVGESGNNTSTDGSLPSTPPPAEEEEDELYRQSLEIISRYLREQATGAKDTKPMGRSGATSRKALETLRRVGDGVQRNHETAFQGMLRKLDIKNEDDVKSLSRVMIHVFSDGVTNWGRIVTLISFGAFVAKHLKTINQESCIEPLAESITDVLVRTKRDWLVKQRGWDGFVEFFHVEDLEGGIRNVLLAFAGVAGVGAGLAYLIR
Bim-Bfl-1 = inhibitors of Bim binding to Bfl-1, primary screen, biochemical, multiplexed, bead-based flow cytometry. hit rate 0.12% among 190,000. inhibition, % at 10 µM. AID 1008, 2008. Bcl-2-related protein A1 (Homo sapiens), Q16548. Bim-Bfl-1 binding inhibition;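 note: 0% = wells without compound plus tracer and 100% = blocker peptide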
RGS8-Gao = RGS8-Galphao binding modulators, primary screen, biochemical, multiplexed bead flow cytometry | actives lie on both sides | hit rate 0.34% among 220,000 | AID 1423, 2008 | response (percent of control binding), % at 10 µM; in the data active = response below about 60% or above about 140%; inactive = in between;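 note: Galphao activated as the GDP aluminium fluoride complex binding bead-coupled RGS8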
Bim-Bcl-W = inhibitors of Bim binding to Bcl-W, primary screen, biochemical, multiplexed, bead-based flow cytometry; Bim peptide-Bcl-W binding; AID 952, 2007; inhibition, % at 10 µM; Bcl-2-like protein 2 (Homo sapiens), Q92843; hit rate 0.02% among 190,000;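 note: 0% = bound tracer without compound and 100% = peptide blocker; higher means less fluorescent Bim peptide bound to Bcl-W beads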
Bcl-XL Bim block = inhibitors of Bim-Bcl-XL binding, primary screen, biochemical, multiplexed, bead flow cytometry, human Bcl-XL. Bcl-2-like protein 1 (Homo sapiens), Q07817. Bim peptide-Bcl-XL binding, fluorescence. inhibition, % at 10 µM. hit rate 0.04% among 190,000. AID 1007, 2008
Target sequence (Q07817 whole entry, looked up): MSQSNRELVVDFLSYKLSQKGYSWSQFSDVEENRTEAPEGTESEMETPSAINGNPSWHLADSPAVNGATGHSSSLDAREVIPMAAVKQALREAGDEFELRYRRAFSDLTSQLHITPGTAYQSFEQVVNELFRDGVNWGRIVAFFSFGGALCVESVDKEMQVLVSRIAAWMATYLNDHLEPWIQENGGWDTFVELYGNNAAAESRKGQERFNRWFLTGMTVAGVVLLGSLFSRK
Bcl-B Bim block = inhibitors of Bim-Bcl-B binding, primary screen, biochemical, multiplexed, human Bcl-2 family; Bcl-2-like protein 10 (Homo sapiens), Q9HD36; bead-based flow cytometry, Bim peptide-Bcl-B binding; inhibition, % at 10 µM; hit rate 0.073% among 190,000; AID 951, 2007;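 note: 0% = tracer peptide without compound and 100% = reference inhibitor peptide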
Target sequence (Q9HD36 whole entry, looked up): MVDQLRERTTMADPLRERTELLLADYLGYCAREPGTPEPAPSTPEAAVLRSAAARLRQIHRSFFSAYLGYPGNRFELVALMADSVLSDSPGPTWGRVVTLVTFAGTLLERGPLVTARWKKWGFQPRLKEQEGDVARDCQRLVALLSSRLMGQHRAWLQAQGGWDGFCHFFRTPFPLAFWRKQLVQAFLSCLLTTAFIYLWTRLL
ABCB1 block = ABCB1 efflux pump inhibitors, primary screen, cell-based, multiplex, flow cytometry, ABCG2 counter-screen; ATP-dependent translocase ABCB1 (Homo sapiens), P08183; CCRF-Adr cells, JC-1 efflux; inhibition, % at 6.6 µM; hit rate 0.067% among 190,000; in the data active = inhibition above about 40%;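 note: 0% = vehicle and 100% = reference inhibitor; higher value means more JC-1 retained so stronger ABCB1 efflux block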
Starred values were filed as active, the others as inactive; ? = inconclusive; . = no result given. Cut-off read from the data, not from the text of the source, unless noted: active = inhibition above about 40%.

No.	canonical_smiles	ABCG2 inh	RGS7-Gao	RGS4-Gao reg	Bcl-2 Bim block	Mcl-1 Bim block	Bim-Bfl-1	RGS8-Gao	Bim-Bcl-W	Bcl-XL Bim block	Bcl-B Bim block	ABCB1 block
1	O=C(CCCN1C(=O)c2cccc3cccc(c23)C1=O)NCc1cccnc1	12	107	106	-1	1	0	107	2	0	0	1.1
2	O=S(=O)(c1ccc(OCC(O)CNC23CC4CC(CC(C4)C2)C3)c(Cl)c1)N1CCOCC1 (stereo not drawn)	1	?	107	0	-1	-3	102	1	-2	-5	0.3
3	Cc1c(NC(=O)CSc2ncn[nH]2)c(=O)n(-c2ccccc2)n1C	0	100	91	.	-2	-1	97	0	0	-5	0.7
4	CCOc1cc(/C=N/N=C2/NC(=O)C(CC(=O)O)S2)ccc1OS(=O)(=O)c1ccc(C)cc1 (stereo not drawn)	0	101	101	3	-1	1	105	0	0	-4	0.1
5	CCOC(=O)c1cnn(Cc2ccccc2)c1N	4	101	104	-2	-2	-2	104	-3	-4	-3	0.3
6	CN(C)S(=O)(=O)c1cccc(C(=O)NCC2CCCO2)c1 (stereo not drawn)	2	97	100	-5	-4	-4	98	-4	-2	-6	0.5
7	COc1cccc(C2C3=C(CC(C)(C)CC3=O)Nc3cc4c(cc32)OCO4)c1 (stereo not drawn)	3	103	101	-3	0	-9	100	1	-1	-8	2.7
8	CC1(C)CC(NS(=O)(=O)c2ccc(S(=O)(=O)N3CCOCC3)cc2)CCO1 (stereo not drawn)	1	92	93	-1	0	-1	97	0	0	1	0.4
9	COc1ccc(NC(C)=O)cc1NC(=O)CSc1nnc(-c2ccccn2)n1C	7	94	94	0	1	2	94	-1	1	1	-0.6
10	COCCNC(=O)CCCn1c(=O)c2cc(OC)c(OC)cc2n(CC(=O)Nc2ccc(C)c(F)c2)c1=O	6	?	101	0	-4	3	103	-4	0	0	0.2
11	COc1ccccc1NC(=O)c1ccc(C)s1	23	104	105	0	-2	-2	104	-1	-5	-4	1.8
12	CCC(Cc1ccccc1)NC(=O)C1CCC(CNc2c(N3CCCC3)c(=O)c2=O)CC1 (stereo not drawn)	0	97	96	-7	0	-8	96	2	-2	-4	0.2
13	Cc1ccc(OCC(O)CN2CCN(CC(O)COC(C)C)CC2)c(C(C)(C)C)c1 (stereo not drawn)	8	100	101	-9	-4	-16	102	-2	-10	-12	1.3
14	Cc1[nH]c(C)c(C(=O)O)c1CNC1CCCCC1C (stereo not drawn)	0	98	103	2	-3	0	102	-2	-1	-1	0.3
15	O=S(=O)(Nc1ccc2c(c1)OCCO2)c1ccc(F)cc1	1	99	108	-8	-5	-2	98	-1	-3	-5	0.4
16	COc1cc(NC(=O)c2ccco2)c(OC)cc1NC(=O)c1cc(OC)c(OC)c(OC)c1	0	99	101	-6	-1	-6	101	3	-6	-5	0.9
17	CC(C)(C)n1ncc2c(=O)n(CC(=O)Nc3ccc4c(c3)OCCO4)cnc21	4	99	100	-11	-7	-22	100	-3	-9	-10	-0.6
18	COc1ccc(CC(=O)NCC(=O)N/N=C(/C)c2ccco2)cc1	5	115	111	-2	3	-2	105	0	-1	-4	0.6
19	COc1ccc(-n2cc(C(=O)c3cc4ccccc4oc3=O)c(C(C)=O)n2)cc1	1	95	97	-5	2	-11	99	-2	-7	-2	0.6
20	O=C(Cn1nc(-c2ccc3c(c2)OCCO3)ccc1=O)Nc1ccc(-n2cnnn2)cc1	-4	?	96	-5	-2	-3	100	0	0	-7	-0.5
21	O=C(Nc1ccccc1Br)C1CCN(C(=O)Cc2ccccc2)CC1	3	97	97	?	.	.	90	.	.	.	0.3
22	CSc1nnc(-c2ccccc2SC)o1	4	104	103	-3	-4	0	99	-1	-2	-3	-0.5
23	O=C(c1ccc2c(c1)OCO2)N(CC1CCCO1)C1(C(=O)NC2CCCCC2)CCCCC1 (stereo not drawn)	3	106	102	0	0	-1	101	3	1	0	1.3
24	Cc1ccc(S(=O)(=O)N(C)CC(=O)OCC(=O)NC(=O)Nc2ccc3c(c2)OCCO3)cc1	16	97	94	-8	0	-13	97	0	-3	-6	0.7
25	CCn1cc([N+](=O)[O-])c(C(=O)Nc2ccn(Cc3ccccc3)n2)n1	23	102	103	3	-2	0	108	-1	-1	-4	1.9
26	CC(C(=O)NC1CCCC1)N(c1ccc(Oc2ccccc2)cc1)S(C)(=O)=O (stereo not drawn)	5	90	97	4	0	-2	101	0	0	-2	0.3
27	Cc1cc(-n2nc(C)cc2C)n2nc(C)c(-c3ccccc3)c2n1	3	103	101	-1	-1	-8	101	3	6	-5	-0.6
28	O=C(C1CC1)N1CCN=C1SCc1cccc(C(F)(F)F)c1	22	105	103	-12	-7	-21	101	-4	-10	-11	0.1
29	O=C(OC(C(=O)NC1CCCC1)c1ccc(F)cc1)c1ccno1 (stereo not drawn)	4	97	106	0	-3	0	103	-2	0	-1	0.9
30	CCN(CC)S(=O)(=O)c1ccc(Cl)c(C(=O)Nc2ccc(Cl)cc2[N+](=O)[O-])c1	29	95	99	-2	-1	0	101	-1	-2	-2	2.0
31	COC(=O)c1c(NC(=O)C2CCC2)sc(C(=O)N(C)C)c1C	18	96	97	-14	-2	-22	98	-3	-10	-8	0.9
32	CCOc1ccccc1NC(=O)C1CC2CCCC(C1)C2=O (stereo not drawn)	11	102	100	-6	-2	-10	101	0	-4	-7	1.3
33	CCOC(=O)C1=C(N)OC2=C(C(=O)CC(C)(C)C2)C1c1cccs1 (stereo not drawn)	0	102	102	2	0	2	104	0	-2	0	-0.1
34	O=C(NCCC(=O)N1CCN(c2ncccn2)CC1)c1ccccc1	5	101	102	-9	-2	-17	98	-1	-3	-6	0.9
35	O=C(Nc1ccc2c(c1)Cc1ccccc1-2)c1ccco1	18	101	102	-11	-5	-27	101	-5	-10	-12	-0.9
36	COn1c(-c2ccccc2)nc2c1CCc1c-2no[n+]1[O-]	74	99	92	-8	0	-17	94	0	-7	-8	-0.8
37	COc1ccc(CC(=O)NC(C)c2nnc(SCC(=O)Nc3cc(C)ccc3OC)n2C)cc1 (stereo not drawn)	3	95	93	2	1	-2	96	0	-1	-1	0.8
38	CCc1cc2c(C)ccc(C)c2nc1SCC(=O)Nc1c[nH]c(=O)[nH]c1=O	0	99	99	-2	0	-1	98	-5	1	-3	-0.1
39	Cc1cc(C(=O)CSc2nnc(N)s2)c(C)n1Cc1cccs1	11	98	99	-9	-4	-7	102	-4	-7	-6	0.6
40	CCSc1nnc2c(n1)OC1(CCCC1)Nc1ccccc1-2	3	101	98	1	2	-8	101	0	-3	0	0.7
41	Cc1oc2c(c1C(=O)NCc1ccccc1)CCCC2	0	100	105	4	-2	18	101	4	0	-24	-0.1
42	COc1cc(/C=N/NC(=O)C2C3CCCCC32C)cc(Br)c1O (stereo not drawn)	0	95	95	-6	-6	-10	91	-8	-11	-11	-0.4
43	COC(=O)COc1ccc(S(=O)(=O)N2CCN(c3ccccc3)CC2)cc1	1	100	98	0	1	0	100	1	0	2	0.5
44	Cc1ccc(CSC2=NCCN2C(=O)C(C)Oc2ccccc2)cc1 (stereo not drawn)	1	100	103	-6	-26	-2	100	-13	-13	-4	0.1
45	CC(C)C(CCNC(=O)CC(Cc1ccccc1)c1ccco1)c1ccco1 (stereo not drawn)	3	99	94	-2	-6	-2	95	-1	-4	-4	0.7
46	Cc1oc(-c2cccc(Cl)c2)nc1CN1CCC(C(=O)NCc2cccnc2)CC1	1	106	104	-6	1	-9	104	1	0	-3	0.3
47	C/C(=N\Nc1nc(Cl)c(Cl)cc1Cl)c1ccc(S(=O)(=O)NCc2ccco2)cc1	1	95	96	0	-6	1	101	-1	-5	-5	-0.6
48	COc1ccc(OC)c(NC(=O)C(=O)N/N=C/c2ccccc2[N+](=O)[O-])c1	0	96	98	-8	-2	-8	102	-1	-5	-11	0.1
49	CC(C)CCn1nnnc1C(c1ccccc1)N1CCC(C(N)=O)CC1 (stereo not drawn)	5	103	99	-12	0	-14	102	0	-8	-7	0.2
50	Cc1cc(C)n(-c2ccc(C(=O)Nc3ccc(S(=O)(=O)N(C)C)cc3)cc2)n1	-2	98	98	0	0	-1	99	-2	-4	2	-0.2
51	O=C(/C=C/c1ccc(Cl)cc1)NCc1ccncc1	-1	110	106	-1	-2	-1	107	-3	-4	-9	-0.6
52	CCOc1ccccc1CNC(=O)C1CCCN(c2nc3ccccc3o2)C1 (stereo not drawn)	31	102	102	-7	-1	-16	102	-2	-3	-3	4.4
53	Cc1nn2c(-c3ccncc3)ccnc2c1Br	4	?	100	0	0	-3	101	1	1	4	0.2
54	Cc1ccc(NC(=O)N2CCC(c3ccccc3)C2)cc1C (stereo not drawn)	40	100	100	-6	6	-4	101	-4	-4	-4	1.8
55	CCC1(C)Cc2c(sc3nc(NN)n(C)c(=O)c23)CO1 (stereo not drawn)	1	101	105	5	0	3	104	0	1	1	0.2
56	CC(NC(=O)c1ccccc1Br)c1nnc(SCc2ccc([N+](=O)[O-])cc2)n1C (stereo not drawn)	3	98	102	-5	0	-4	98	-4	-1	-3	0.3
57	C=CCn1c(SCCC(=O)O)nnc1-c1cccs1	0	96	99	-12	-5	-22	99	2	-4	-7	0.0
58	CCC(C)Sc1nnc(CSc2nc3nc(C)cc(C)n3n2)o1 (stereo not drawn)	1	98	99	0	0	0	99	0	0	0	0.3
59	Cc1ccc(O)c(-c2cc(-c3ccccc3[N+](=O)[O-])[nH]n2)c1	1	102	101	-1	-4	-2	103	0	-2	-3	-0.1
60	O=C(NCc1ccccc1Cl)c1ccc(S(=O)(=O)Nc2cccc(C(F)(F)F)c2)cc1	-5	98	96	-1	-3	1	99	-1	-3	-5	-0.1
61	C=CCNc1nc2c3ccccc3n(C(C)=O)c2s1	3	103	103	-2	1	-1	88	4	-16	1	0.6
62	c1ccc(-c2ccc(OCCOCCn3cncn3)cc2)cc1	-1	95	97	-11	-2	-8	98	-1	-3	-11	-2.8

Source: PubChem (NMMLSC)
